# Texas Red fluor = compound fluoresces in the Texas Red spectral region | Compound fluorescence, Texas Red channel, 547/618 nm; hits give high values | max dye-equivalent concentration, M | actives 0.06% (n = 59,000); in the data active = max dye-equivalent concentration above about 10 nM; inconclusive = between about 1.1 nM and that limit
#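 Compound titrations in 100 mM Tris pH 8.0 were incubated 15 min at room temperature and read at 547 nm excitation / 618 nm emission. Texas Red six-point standard curve on each plate converted fluorescence to dye-equivalent concentration.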
# Hsp90 Hop PPI = changes Hsp90-Hop TPR2A binding signal, up or down; AlphaScreen TPR2A-His6 binding biotin-Hsp90 C-terminal peptide; Potency, µM (top dose mostly 57 µM), for inactives: at the highest dose activity change, negative = inhibition; actives 0.44% (n = 71,000); AID 595; active = well fitted curve in either direction with a large enough effect; inconclusive = small, poorly fitted or top-dose-only effect, or another doubt; also: potency is read from the fitted curve at half-maximal effect; % is scaled to controls: 0 for no effect and ±100 for the full control effect; many of its hits are not listed in these tables
# CRE-bla Fsk = CRE-bla signaling modulation under forskolin stimulation | AID 662 | CHO CRE-bla reporter (cAMP response element driving beta-lactamase), forskolin EC10, beta-lactamase ratio | Potency, µM (highest dose often 38.2 µM), inactives show top-dose activity change, negative = inhibition, usual class: activators | actives 2.5% (n = 71,000); active = well fitted activation curve with a large enough effect in the signal ratio, with a control signal flat, not every such curve was filed as active; inconclusive = small, poorly fitted or top-dose-only effect, or effect the other way, or a change in a side signal; the % refers to the signal ratio; also: potency is read from the fitted curve at half-maximal effect; % of control where 0% means no effect
#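 Modulation of forskolin signalling: compounds in titration series added with EC10 NKH 477 to CHO cells carrying a CRE-driven beta-lactamase reporter, 3 h, 37C. CCF4 FRET ratio (460/530 nm, ex 405 nm) gives %activity and AC50.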
# 4-MU autofl = compounds fluorescent in 4-MU spectral region | compound autofluorescence, 340/450 nm, 4-MU equivalents; hits give high values | max dye-equivalent concentration, M | actives 11% (n = 59,000); in the data active = max dye-equivalent concentration above about 10 nM; inconclusive = mostly about 1.1 nM to 9.6 nM
#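 Compounds in 100 mM Tris, pH 8.0, incubated 15 min at room temperature, then fluorescence read at 340 nm excitation/450 nm emission. Signal converted to 4-MU dye-equivalent concentration using an on-plate six-point 4-MU standard curve.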
# A350 fluor = compounds fluorescent in Alexa 350 spectral region | Compound autofluorescence, 340/450 nm, Alexa 350 dye-equivalents; hits give high values | max dye-equivalent concentration, M | actives 11% (n = 59,000); in the data active = max dye-equivalent concentration above about 10 nM; inconclusive = mostly about 1.1 nM to 9.6 nM
# Luciferase inh = firefly luciferase inhibition; P08659; purified firefly luciferase, luminescence, 8 min; Potency, µM (highest dose often 57.1 µM), inactives show top-dose activity change, negative = inhibition, most hits filed as inhibitors; actives 2.2% (n = 72,000); AID 411; also: potency is read from the fitted curve at half-maximal effect; % is scaled to controls: 0 for no effect and ±100 for the full control effect; nearly all actives have a fitted effect of over 40% in size
# Target sequence (P08659 whole entry, looked up): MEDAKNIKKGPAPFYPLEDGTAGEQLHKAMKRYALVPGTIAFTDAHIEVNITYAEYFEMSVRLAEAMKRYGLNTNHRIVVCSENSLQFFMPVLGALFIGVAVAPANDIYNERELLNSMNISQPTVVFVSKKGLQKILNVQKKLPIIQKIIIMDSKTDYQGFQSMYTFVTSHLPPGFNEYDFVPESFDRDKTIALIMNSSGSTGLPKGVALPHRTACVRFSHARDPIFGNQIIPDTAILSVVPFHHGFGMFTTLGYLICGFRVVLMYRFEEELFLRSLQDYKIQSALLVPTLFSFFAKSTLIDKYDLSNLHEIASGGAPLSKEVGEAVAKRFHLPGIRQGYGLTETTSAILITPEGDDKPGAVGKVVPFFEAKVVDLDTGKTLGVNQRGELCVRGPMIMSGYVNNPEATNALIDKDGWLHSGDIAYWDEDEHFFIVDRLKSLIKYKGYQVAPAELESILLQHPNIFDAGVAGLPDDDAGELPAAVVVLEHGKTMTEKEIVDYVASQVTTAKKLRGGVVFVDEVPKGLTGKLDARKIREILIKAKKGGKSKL
#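 Compounds were tested as concentration series (qHTS) against purified P. pyralis luciferase with luciferin and 10 uM ATP in 50 mM imidazole pH 7.2, 50 mM KCl, 7 mM MgCl2, 0.01% Tween 20, 0.05% BSA. Luminescence was read after 8 min at ambient temperature.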
# ERK AVP inh = blocks ERK signaling stimulated by vasopressin; HEK293-V1b, vasopressin-stimulated pERK AlphaScreen; Potency, µM (titrated, usually from 57.5 µM), without a hit: at the top dose activity, negative = inhibition, hits mostly inhibitors; actives 0.99% (n = 72,000); AID 995; also: potency is read from the fitted curve at half-maximal effect; % is scaled to controls: 0 for no effect and ±100 for the full control effect; nearly all actives have a fitted effect of over 55% in size
#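 Overnight-seeded V1b-HEK293 cells in 1% FBS got compound, then vasopressin (25 nM final, 5 min, 37C), then lysis buffer. AlphaScreen detection of phospho-ERK; activity normalized to basal and full-stimulation controls.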
# Ub-GFP proteasome = inhibits proteasome, raising ubiquitin-GFP reporter fluorescence; Ubiquitin-GFP reporter cells, proteasome inhibition, GFP fluorescence; response scale: untreated = 0%, 10 µM MG-132 = 100%; Potency, µM (top dose mostly 45.9 µM), for the others: at the highest dose activation (GFP accumulation), hits mostly activators; 67,000 tested, under 10 active; AID 526; active = well fitted activation curve with a large enough effect, not every such curve was filed as active; inconclusive = small, poorly fitted or top-dose-only effect, or another doubt; inactive = no such curve, though single readings can be large or run the other way; also: potency is read from the fitted curve at half-maximal effect
#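 Reporter cells (U2OS, ubiquitin-G76V-GFP fusion) are plated overnight, then treated 4 hr at 37 °C with compound titrations from 46 uM down to 2.9 nM. Activity is scaled against untreated cells and 10 uM MG-132.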
# HBB splicing = alters splicing of the hemoglobin beta chain; HBB splicing reporter cell assay, activation; EGFP reporter with mutant IVS2-654 intron; response scale: normalised to 500 nM splice-correcting PNA; Potency, µM (top dose mostly 46.1 µM), inactives show top-dose activation, usual class: activators; AID 925; actives 0.06% (n = 65,000); also: potency is read from the fitted curve at half-maximal effect; 0% is about no effect
#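 HeLa cells stably expressing EGFP interrupted by mutant beta-globin intron 2 (IVS2-654), 500/well in 2% FCS. Treated with compound for 2 days at 37C. Splicing correction scored as total well GFP intensity (488 nm excitation, 500-520 nm emission); 500 nM antisense PNA served as control.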
# Epigenetic mod = derepresses silenced GFP locus in mouse C127i cells; mouse C127i GFP locus derepression, cytometry, 30 h; Potency, µM (titrated, usually from 46.1 µM), without a hit: at the highest dose GFP derepression (activation); actives 0.09% (n = 68,000); AID 597; also: % of control where 0% means no effect
#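 Read-out is the number of GFP-positive cells, scored as fluorescent objects 20 to 120 um wide, reflecting derepression of a silenced CMV-GFP reporter in murine C127i cells after 30 h compound exposure at 37 C.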
# Fluorescein fluor = fluorescein region autofluorescence. max fluorescein-equivalent concentration, M. AID 593. Compound autofluorescence, 480/540 nm, fluorescein-equivalent; hits give high values. actives 0.91% (n = 59,000); in the data active = max fluorescein-equivalent concentration above about 10 nM; inconclusive = between about 1.1 nM and that limit
#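 Each compound is tested across a concentration series in 100 mM Tris buffer at pH 8.0. After 15 min at room temperature, plates are imaged with 480 nm excitation and 540 nm emission filters, and intensities are converted to fluorescein-equivalent values.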
# * marks the source's active call; other numbers are inactive results; i = inactive; ? = inconclusive; · = not tested or not shown; [ ] = remark or other dose. Unless noted, calls follow the shape of the dose curve; as a rule, active = well fitted curve in the direction sought with a large enough effect; inconclusive = small, poorly fitted or top-dose-only effect, or another doubt; inactive = no such curve, though single readings can be large; an effect the other way counts as inactive or inconclusive.
SMILES,Texas Red fluor,Hsp90 Hop PPI,CRE-bla Fsk,4-MU autofl,A350 fluor,Luciferase inh,ERK AVP inh,Ub-GFP proteasome,HBB splicing,Epigenetic mod,Fluorescein fluor
CCOC(=O)C1CCN(C(c2cc(OC)c(OC)c(OC)c2)c2sc3nc(C)nn3c2O)CC1 (stereo unspecified),·,-4%,?,·,·,-12%,·,4%,-0.1%,·,·
CCN(CC)CCN1C(=O)c2oc3ccccc3c(=O)c2C1c1ccc(F)cc1 (stereo unspecified),i,-1%,7%,?,?,0%,-6%,3%,-2.2%[57.5 µM],0%,?
O=C(c1cccs1)N1CCN(Cc2nc3ccccc3c(=O)[nH]2)CC1,i,-2%,-16%,i,i,0%,10%,-4%,-0.1%[57.5 µM],3%,?
Cn1c(SCC(=O)Nc2cc(=O)n(C)c(=O)n2C)nnc1-c1cccs1,·,-4%,-2%,·,·,0%,5%,-3%,-5.4%,2%,·
O=C1c2ccccc2C(=O)N1CC(O)COCc1ccccc1 (stereo unspecified),?,-1%,-7%,i,i,2%,31%[activator],-6%,0.2%,7%,i
CC1(C)Cc2cccc(OCC(=O)Nc3nccs3)c2O1,i,-1%,6%,i,i,1%,-19%,3%,-0.1%,-1%,i
CC(C)c1nc(N2CCN(C(=O)c3ccccc3)CC2)c(C#N)c2c1COC(C)(C)C2,i,-3%,?,5.1e-08M*,4.8e-08M*,1%,-11%,-2%,0.2%,0%,i
OCCNCC1(O)C2CC3CC(C2)CC1C3 (stereo unspecified),i,-2%,5%,i,i,-2%,-11%,·,0.0%[0.369 µM],2%,i
Cc1ccc(Cl)cc1NC(=O)c1ocnc1C,i,0%,14%,i,i,2%,-29%,-4%,1.6%[1.84 µM],0%,i
Cc1ccc2cc(CN(Cc3nnnn3Cc3ccco3)CC3CCCO3)c(=O)[nH]c2c1C (stereo unspecified),i,-6%,-12%,i,i,1%,-9%,-2%,1.2%,0%,i
CCOc1ccc(NC(=O)C2CCN(C(=O)NCc3ccccc3)CC2)cc1,i,-3%,-8%,i,i,2%,1%,-1%,-0.1%[57.5 µM],-2%,i
CCN(CC)S(=O)(=O)c1cccc(C(=O)Nc2ccccc2C(=O)N2CCOCC2)c1,i,-3%,?,i,i,3%,13%,15%,0.3%,2%,i
Cc1nnc2sc(-c3ccc(NC(=O)c4ccc(-c5ccc(Br)cc5)o4)cc3)nn12,i,?,?,2.7e-07M*,2.6e-07M*,1%,-4%,-3%,4.6%,3%,?
COc1ccc(CC(=O)NCc2ccccc2Cl)cc1S(=O)(=O)N1CCOCC1,i,1%,-11%,i,i,-2%,22%,2%,-3.0%,2%,?
NC1=NCc2ccccc21,i,0%,5%,i,i,0%,-9%,-3%,-1.0%[57.5 µM],0%,?
COc1ccccc1CN1CCC2(CC1)CCN(C(=O)c1ccncc1)CC2,i,3%,-1%,i,i,-1%[11.4 µM],4%,1%,0.0%,1%[9.22 µM],1.1e-08M*
CCSc1nc(C)nc2c1oc1ccccc12,i,4%,13µM*,i,?,1%,-12%,-1%,-1.5%[0.369 µM],0%,i
CN1CCN(S(=O)(=O)c2ccc(NC(=O)c3ccc(F)cc3)cc2)CC1,?,-5%,9%,i,?,2%,-1%,-1%,-0.2%,6%,i
CN(C)CCC[C@@H]1c2ccccc2Oc2ccc(C(F)(F)F)cc21,i,2%[11 µM],-8%[7.6 µM],i,i,0%[11.4 µM],-4%[11.5 µM],-7%[9.17 µM],2.4%[9.22 µM],2%[9.22 µM],?
Cn1c(=O)[nH]c(=O)c2[nH]c(CN3CCN(C(=O)c4ccco4)CC3)nc21,?,-6%,-10%,i,i,2%,-10%,10%,0.0%,-3%,i

# Results in Hsp90 Hop PPI (two entries from above):
SMILES	Hsp90 Hop PPI
CC1(C)Cc2cccc(OCC(=O)Nc3nccs3)c2O1	-1%
CN(C)CCC[C@@H]1c2ccccc2Oc2ccc(C(F)(F)F)cc21	2%[11 µM]

# Single entries from the results shown.
# Luciferase inh result of `CCN(CC)CCN1C(=O)c2oc3ccccc3c(=O)c2C1c1ccc(F)cc1` (stereo unspecified) : 0%
# HBB splicing result of `NC1=NCc2ccccc21` : -1.0%[57.5 µM]

# (cont.)
SMILES,Texas Red fluor,Hsp90 Hop PPI,CRE-bla Fsk,4-MU autofl,A350 fluor,Luciferase inh,ERK AVP inh,Ub-GFP proteasome,HBB splicing,Epigenetic mod,Fluorescein fluor
COc1c2occc2c(OC)c2c(=O)cc(C(F)(F)C(F)(F)F)oc12,·,-2%[11 µM],1%[7.6 µM],·,·,1%,-9%,5%[9.17 µM],-1.3%[0.0738 µM],-4%,·
CN(C)c1ncc2ncc(=O)n(Cc3cccs3)c2n1,i,2%,7.9µM*,?,1e-08M*,2%[11.4 µM],-30%,-2%,0.6%,3%[9.22 µM],i
Cc1cccnc1NC(=O)C1CCN(S(=O)(=O)c2ccc3c(c2)CCC(=O)N3)CC1,·,-3%,-2%,·,·,0%,0%,-3%,0.9%,-2%,·
Nc1ncnc2nc(SCc3ccccc3)[nH]c12,i,·,·,i,i,-1%[25.5 µM],·,·,·,1%[20.6 µM],?
CCOC(=O)c1cc(C(C)(C)C)oc1CN,i,-4%,-9%,i,i,1%,?,8%,·,-3%,i
COc1cccc(NC(=O)CN2CCN(c3ccc(F)cc3)CC2)c1,i,-3%,?,i,i,1%,-21%,-10%,-0.8%,0%,?
Cn1cccc1Cc1nnc(SCC(=O)Nc2nccs2)n1CCc1ccccc1,·,-14%,-8%,·,·,-2%,16µM*,0%,-0.5%,0%,·
COC(=O)CNC(=O)Cn1ccc2ccccc2c1=O,i,0%,-21%,i,i,1%,9%,-3%,-0.9%,1%,i
COc1ccc(CCNC(=O)C2CCCN(Cc3nc(-c4ccccc4C)oc3C)C2)cc1OC (stereo unspecified),?,-3%,3%,i,i,4%,9%,7%,0.7%,0%,i
O=C(NCCN1CCCCC1)Nc1ccc(F)c(Cl)c1,i,-4%,-4%,i,i,0%,-7%,-1%,-0.5%,2%,i
Cc1cc(C)n(CCc2nc3c4ccccc4n(CC(=O)Nc4ccc(Cl)cc4F)c(=O)n3n2)n1,?,-2%,-12%,i,i,-1%,25%,12%,1.4%,2%,i
Cn1nnnc1SCC(=O)N1CCN(c2ccccc2)CC1,·,-1%,-3%,·,·,1%,20%,0%,0.6%[9.22 µM],-2%,·
CCCn1c(SCC(=O)N2CCc3ccccc3C2)nc2c1c(=O)n(C)c(=O)n2C,i,0%,?,i,i,0%,?,0%,-0.1%[57.5 µM],-1%,i
COc1ccc(C(c2nnnn2C2CCCC2)N2CCC(C(N)=O)CC2)c(OC)c1 (stereo unspecified),i,-11%,-1%,i,i,0%,-8%,0%,·,0%,?
OCc1csc(=Nc2ccccc2)n1-c1ccccc1,i,-10%,-7%,i,i,1%,-17%,-1%,-0.3%,-1%,i
O=C(O)c1ccc(NS(=O)(=O)c2cc(Cl)ccc2Cl)cc1O,i,-1%,3%,i,i,4%,-8%,0%,6.4%,-2%,i
CCCn1c(=S)[nH]c2cc(C(=O)NCC3CCCO3)ccc2c1=O (stereo unspecified),·,-4%,19%,·,·,2%,·,1%,0.8%,·,·
CC(c1ccco1)N(C(=O)CSc1ccc(Br)cc1)c1ccccn1 (stereo unspecified),i,3%,-21%,i,i,0%,19%,4%,-0.3%[57.5 µM],3%,?
N#Cc1ccccc1OCC(=O)OCC(=O)c1ccc2c(c1)NC(=O)CO2,i,0%,-6%,i,?,0%,-28%,1%,-5.0%,1%,?
Cc1ccc(-c2c(C)n([O-])c3c([n+]2=O)CCC3)o1,?,-3%,17%,i,?,0%,17%,9%,-0.1%[0.369 µM],8%,?
CCC(C)C(NC(=O)C1CCC(C)CC1)C(=O)NCc1cccnc1 (stereo unspecified),?,1%,?,i,i,1%,-8%,0%,-0.2%,0%,i
COc1cccc(NC(=O)N2CCOCC2)c1,·,-5%[11 µM],15%[7.6 µM],·,·,-1%,4%,-7%[9.17 µM],-2.3%[0.0738 µM],3%,·
C/C(N)=C(/C#N)C(=O)COC(=O)COc1ccc(Cl)cc1,i,4%,?,i,i,0%,7%,-9%,-1.6%,-3%,i
COc1cccc(C(=O)N2CCN(Cc3ccco3)CC2)c1OC,i,-6%,-1%,i,i,-1%,?,8%,·,0%,i
CC(=O)C(Sc1nc(NC(C)(C)C)nc(N(C)C)n1)C(C)=O,?,-3%,?,i,i,1%,-14%,-1%,0.0%,1%,i
Cc1ccccc1-c1nnc(SCC(=O)NC2CCCCC2)o1,i,-1%,-5%,i,i,-32%,3%,-2%,1.8%,-2%,i
COc1ccc(Br)cc1CNC(=O)C1CCN(S(=O)(=O)N2CCCC2)CC1,i,?,-10%,i,i,0%,5%,-9%,-0.5%,0%,i

# Screening data (PubChem BioAssay)

# These rows are one share of the data. The share of hits here may be higher or lower than overall.
